HSF1 activator: increases HSF-1 driven luciferase reporter signal. NIH3T3-HGL HSF-1 luciferase reporter, MG132, 8 h; 100% = twice DMSO control signal. activation, % at 9 µM. 300,000 tested, 1.7% active. AID 504408;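 active means mean replicate activation of at least 50% with a set share of replicates each reaching 50%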;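 further: 0% = median of the neutral control wells and 100% = twice that signal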
PolyA inh: inhibitors of polyadenylation in S. cerevisiae; S. cerevisiae SKY197-pL101 polyadenylation reporter, beta-gal luminescence; efflux-impaired pdr1/pdr3 knockout yeast; score 100 = 6 SD above DMSO; calls only at 12 µM; 300,000 tested, 0.02% active;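 active means lowest replicate activity score at least 50, where 100 means six control SD above control mean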;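 further: yeast exposed to compound for 9 h at 30 °C; higher score means more reporter readthrough which indicates perturbed polyadenylation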
HSP90 inh: blocks HSP90-mediated luciferase refolding in reticulocyte lysate | Rabbit reticulocyte lysate, luciferase refolding luminescence, 3 h | inhibition, % at 5.6 µM | 290,000 tested, 0.91% active;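 active means inhibition above the screen-wide mean plus 3 SD, computed separately per campaign, cut at about 16% in these data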;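 further: 0% = DMSO wells and 100% = 60 µM geldanamycin wells; inhibitors lower the luminescence because luciferase stays unfolded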
KLF5 inhibitor: suppresses KLF5 promoter-driven expression; DLD-1 KLF5 promoter-luciferase reporter, luminescence; inhibition, % at 5 µM; 290,000 tested, 0.23% active; AID 1700;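 active means inhibition above a per-plate limit of that plate's mean compound inhibition plus 3 SD, cut at about 60% in these data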;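 further: 0% = DMSO wells and 100% = LY294002 at 200 µM; higher means less KLF5 promoter-driven luciferase light; inactives centre near -14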
aSyn 5UTR inh: 5' untranslated region of α-synuclein, MLPCN primary screen; alpha-synuclein 5'UTR reporter, inhibitor activity; inhibition, % (tested at 7.5 µM); 300,000 tested, 0.82% active; in the data active means inhibition above about 60%;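 further: H4 neuroglioblastoma cells stably carrying SNCA 5'UTR luciferase fusion; 0% = DMSO wells and 100% = positive control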
AI-2 QS modul: modulates the Vibrio harveyi AI-2 quorum sensing system. 300,000 tested, 0.4% active. AID 2094. Vibrio harveyi JMH597 AI-2 luminescence/OD600 ratio, 9 h; stronger effect = lower value; strain lacks LuxN and CqsS sensors; 0 = neutral-control median. activity change, % at 7.5 µM; in the data active means activity change below about -75%, passing the limit was not always enough;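 further: luminescence divided by OD600 gain over 9 h not by final OD600 alone; inactives centre near 13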
IEC-6 tox: IEC-6 cytotoxicity, counter-screen for KLF5 inhibitors; luminescence viability; inhibition, % at 5 µM; 290,000 tested, 0.78% active; in the data active means inhibition above about 22%;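 further: 0% = plate median of test compound wells and 100% = cytotoxic reference compound wells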
GSK3A inh: blocks human GSK-3 alpha kinase; ADP-Glo luminescence, 60 min; inhibition, % at 10 µM; 320,000 tested, 0.1% active;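 in the data active means inhibition above about 50%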;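 further: GST-tagged GSK-3 alpha with peptide substrate and 25 µM ATP; 0% = DMSO neutral wells and 100% = GW8510 positive control wells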
Target sequence (P49840 whole entry, looked up): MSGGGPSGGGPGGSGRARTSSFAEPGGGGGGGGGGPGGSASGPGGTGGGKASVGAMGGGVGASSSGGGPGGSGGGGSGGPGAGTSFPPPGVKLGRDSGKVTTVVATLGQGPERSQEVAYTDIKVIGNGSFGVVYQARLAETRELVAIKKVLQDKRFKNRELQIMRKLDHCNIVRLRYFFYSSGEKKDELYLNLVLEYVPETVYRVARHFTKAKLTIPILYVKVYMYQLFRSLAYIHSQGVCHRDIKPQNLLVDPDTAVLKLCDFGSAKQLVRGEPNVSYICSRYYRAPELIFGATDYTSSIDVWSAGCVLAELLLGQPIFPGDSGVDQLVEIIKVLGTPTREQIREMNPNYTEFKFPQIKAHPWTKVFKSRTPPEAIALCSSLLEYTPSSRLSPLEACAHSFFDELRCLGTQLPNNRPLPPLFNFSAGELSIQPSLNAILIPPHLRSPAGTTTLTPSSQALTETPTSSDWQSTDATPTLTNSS
HSF1 inh: HSF1 inhibition; activity change, negative = inhibition, % at 7.5 µM (by protocol); NIH3T3-HGL HSE-luciferase, MG132-induced, luminescence 8 h; stronger effect = lower value; 300,000 tested, 0.77% active; AID 2098;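 active means more than half of replicate wells show activity change below -50%, luminescence cut by over half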;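 further: luciferase reports HSF-1 transcriptional activity via heat shock element; 0% = median of DMSO wells and -100% = zero luminescence signal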
GSK3beta inhib: human GSK3beta kinase inhibition; P49841; GST-GSK3beta kinase, ADP-Glo luminescence, 60 min; stronger effect = lower value; activity score (negative = inhibition), % at 10 µM; 300,000 tested, 0.038% active; AID 2097;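 active means more than half of replicate wells score below -50%, meaning over 50% inhibition versus plate controls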;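 further: 0% = median DMSO wells and -100% = median GW8510 positive control wells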
Target sequence (P49841 whole entry, looked up): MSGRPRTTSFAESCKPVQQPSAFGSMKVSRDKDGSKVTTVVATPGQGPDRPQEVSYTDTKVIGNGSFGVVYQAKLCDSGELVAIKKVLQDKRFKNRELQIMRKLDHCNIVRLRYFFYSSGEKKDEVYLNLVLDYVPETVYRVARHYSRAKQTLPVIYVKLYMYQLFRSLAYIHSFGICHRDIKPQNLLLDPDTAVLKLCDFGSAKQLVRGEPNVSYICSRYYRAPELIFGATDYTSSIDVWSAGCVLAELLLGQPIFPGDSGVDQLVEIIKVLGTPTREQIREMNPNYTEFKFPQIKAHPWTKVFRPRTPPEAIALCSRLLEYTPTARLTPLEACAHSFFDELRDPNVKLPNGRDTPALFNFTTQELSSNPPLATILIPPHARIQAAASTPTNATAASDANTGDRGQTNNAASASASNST
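Assay system: GST-fused GSK3beta enzyme, cell-free / Medium: Tris pH 7.5 buffer with MgCl2, DTT, BSA, heparin / Also added: peptide substrate plus 25 µM ATP (final) / Compound: 10 µM single point / Timing: kinase reaction with compound 60 min at room temperature / Detection: ADP-Glo luminescence / Benchmarks: DMSO neutral wells and GW8510 at 20 µM as positive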
* hit, by the source's call; i = inactive; . = no result given; & = joins results of further samples. A portion of the library; count on the stated rates, not on these rows.

canonical_smiles	HSF1 activator	PolyA inh	HSP90 inh	KLF5 inhibitor	aSyn 5UTR inh	AI-2 QS modul	IEC-6 tox	GSK3A inh	HSF1 inh	GSK3beta inhib
CC1CC(C)CN(S(=O)(=O)N2CCCC(C(=O)NCc3ccccc3Cl)C2)C1 (stereo unspecified)	-8	i	5	14	15	8	11	-1	1	-1
Cc1cc(C(=O)N2CCc3c([nH]c4ccccc34)C2c2cccc(Cl)c2)nn1C (stereo unspecified)	16	i	1	-14	-38	53	5	-3	11	2
CCNc1[nH]c(=O)n(C)c(=O)c1N=O	1	i	-1	-19	16	28	0	1	-3	3
CC(C)(C)C(=O)NC(=S)Nc1ccccn1	11	i	1	-18	2	14	0	2	10	1
Cc1ncc([N+](=O)[O-])n1CCO	-7	.	4&3	-13&-3	-12	6	11&-7	-2	0	-6
Cc1ccc(OCC(COCc2ccccc2)NC(C)C)cc1 (stereo unspecified)	3	i	.	.	1	9	.	0	-3	2
COc1ccccc1CNC(=O)CCc1ccccc1	-5	i	1	5	5	-5	-5	-2	-9	-2
COc1ccc(CNC(=S)NCc2ccc(F)cc2)cc1OC	-5	i	-2	-18	3	18	5	-2	-5	-3
COc1ccc(S(=O)(=O)N/N=C\c2ccc3c(c2)OCO3)c(OC)c1	-12	i	-6	-20	10	24	-9	-4	-11	1
Cc1cn2c(nc(=O)c3cccnc32)s1	-78	i	6	13	8	14	2	-1	-75*	0
O=C(CN(c1ccccn1)S(=O)(=O)c1ccc(F)cc1)Nc1ccc(F)cc1F	-9	i	2	6	4	17	6	-3	-4	0
COc1cccc(OC)c1C(=O)NNC(=O)c1ccccc1-n1cccc1	2	i	-4	0	-1	8	1	0	-1	3
Cn1cccc/c1=N\c1cccc[n+]1C	8	i	-2	-13	9	29	1	1	-1	0
CCOc1ccc(/C=N/Nc2nc(=O)[nH]nc2C)cc1OC	-10	i	-1	-18	4	28	-1	0	-4	2
COc1ccc(OC)c(S(=O)(=O)NCc2ccccn2)c1	16	i	-4	-21	3	9	-1	-3	-4	-2
Cn1cccc1/C=N/N1CCN(c2ccccn2)CC1	-6	i	2	-33	-19	14	-2	5	-7	2
CCC(C)Sc1nnc(CSc2nc(C)cc(C)n2)n1C (stereo unspecified)	-7	i	-4	-14	13	12	3	-2	2	4
CCOC(=O)C1(Cc2ccccc2)CCN(Cc2cnn(CC)c2)CC1	-25	i	-2	-10	-18	9	-1	0	-2	2
COc1ccc(CCNC(=O)C2CC3Cn4c(nc5ccccc54)C3N2c2ccccc2)cc1 (stereo unspecified)	-10	i	.	.	-3	-3	.	0	-7	0
COC(=O)C(NC(=O)COc1ccccc1)(Nc1nc2c(s1)CCCC2)C(F)(F)F (stereo unspecified)	1	i	-4	-8	-8	19	-2	-2	3	3
Cc1ccc(C)c(S(=O)(=O)N2CCN(CC(=O)Nc3ccc4c(c3)CCC4)CC2)c1	-2	i	3	-13	26	12	2	-2	6	2
CCOC(=O)C1CCCN(c2c(N3CCN(C4CCCCC4)CC3)c(=O)c2=O)C1 (stereo unspecified)	6	i	-4	-33	14	22	-9	-2	0	1
CCC(C(=O)Nc1nc(C)c(C(=O)OC)s1)c1ccccc1 (stereo unspecified)	-6	i	-1	-5	0	10	-19	-3	-1	-3
O=C(NS(=O)(=O)c1ccc(NC(=O)C2CCCO2)cc1)c1ccccc1 (stereo unspecified)	3	i	-3	-4	4	18	-1	-2	5	4

Reformatted with values under each structure: 2 of the compounds above
Value order: HSF1 activator, PolyA inh, HSP90 inh, KLF5 inhibitor, aSyn 5UTR inh, AI-2 QS modul, IEC-6 tox, GSK3A inh, HSF1 inh, GSK3beta inhib
> COc1ccc(CCNC(=O)C2CC3Cn4c(nc5ccccc54)C3N2c2ccccc2)cc1 (stereo unspecified)
→ -10, i, ., ., -3, -3, ., 0, -7, 0
> CCOC(=O)C1CCCN(c2c(N3CCN(C4CCCCC4)CC3)c(=O)c2=O)C1 (stereo unspecified)
→ 6, i, -4, -33, 14, 22, -9, -2, 0, 1

More records follow.
canonical_smiles	HSF1 activator	PolyA inh	HSP90 inh	KLF5 inhibitor	aSyn 5UTR inh	AI-2 QS modul	IEC-6 tox	GSK3A inh	HSF1 inh	GSK3beta inhib
CC/C(=N/Nc1ccccc1Cl)c1cnnc(-c2ccccc2)n1	8	i	-2	-60	-10	11	-5	6	-7	-2
NC(=O)C[n+]1cccc(C(N)=O)c1	0	i	-1	-1	2	10	-5	0	-5	2
COc1cc(OC)c(CNC2CCCCCC2)cc1Br	15	i	-1	19	-30	26	9	-1	-7	-1
O=C(NCCN1CCN(Cc2ccccc2)CC1)C1CC(=O)N(C2CCCC2)C1 (stereo unspecified)	.	i	0	-18	-5	12	5	-3	.	-2
CCN(CC)C(=O)Cn1nc(C)c2ccccc2c1=O	-5	i	-1	12	12	15	-10	3	4	1
Cc1ccc(-n2nc3c(=O)n(CC(=O)NCCCc4ccccc4)nc(C)c3c2C)cc1	6	i	-4	-4	39	10	16	-1	5	3
CCOC(=O)c1ccc(N2CCOCC2)c(NC(=O)c2nccnc2C(=O)O)c1	-1	i	-3	9	-12	10	4	-1	-7	1
O=C1/C(=C/c2ccco2)N=C(N2CCCCC2)N1c1ccccc1	4	i	-1	-20	-7	-1	-6	-1	-8	-4
O=C(Cn1nc(-c2cccc([N+](=O)[O-])c2)c2ccccc2c1=O)NCC1CCCO1 (stereo unspecified)	-1	i	-4	-38	19	15	-2	0	-2	0
COc1ccc(-c2nc(CS(=O)CC(=O)NCCN3CCCCCC3)c(C)o2)cc1OC (stereo unspecified)	15	i	0	-14	-23	.	-6	-1	4	1
CCCCN(C(=O)CSc1nnnn1C)c1c(N)n(Cc2ccccc2)c(=O)[nH]c1=O	12	i	2	-35	7	5	4	-4	-6	-6
Cc1ccc(C)c(N2N=C(C(=O)OCc3nnc(-c4ccccc4)o3)CCC2=O)c1	-20	i	.	.	-2	14	.	-1	3	0
Cc1ccc(S(C)(=O)=O)cc1S(=O)(=O)Nc1ccccc1	9	i	-2	4	8	-4	6	-1	-11	-7
Cc1ccc(NC(=O)C2CCN(S(=O)(=O)c3ccc4c(c3)NC(=O)C(C)S4)CC2)cc1C (stereo unspecified)	1	i	-3	-26	22	38	0	-3	-6	1
Cc1[nH]c2ccc(OCc3ccccc3)cc2c1CCN1C(=O)OC(C)(C)C1(C)O (stereo unspecified)	-1	i	-1	-29	-19	6	3	-2	-2	5
N/C(=N\OS(=O)(=O)c1ccccc1)c1ccncc1	2	i	-1	7	-31	22	-8	-1	-5	2
Cc1ccc2nc(C)cc(C(=O)OCC(=O)Nc3c(C)n(C)n(-c4ccccc4)c3=O)c2c1	-3	i	-10	7	11	24	-2	-2	1	1
CC(=O)NC1C(=O)Nc2c(C)cc(C)cc21 (stereo unspecified)	-13	i	-4	-32	7	18	1	-1	4	-2
CC(C)=C(NC(=O)c1ccccc1)C(=O)Nc1ccc(C(=O)O)cc1	-10	i	2	8	-5	4	-9	1	6	0
O=C(C1CCN(C2CC(=O)N(Cc3ccccc3)C2=O)CC1)N1CCCCCC1 (stereo unspecified)	-1	i	-3	-30	-1	1	-5	-1	-11	-19
CN1CCc2cc(Cl)c(O)cc2[C@@H](c2ccccc2)C1	0	i	0	-11	-46	25	5	-2	1	0
CCOC(=O)Nc1ccc2c(c1)nc(CN1CCCCC1)n2C	-8	i	-2	5	-24	27	-5	-2	-9	1
Clc1ccc(CSc2nnc(-c3cccnc3)n2Cc2ccco2)c(Cl)c1	30	i	4	2	5	15	3	0	27	3
NS(=O)(=O)c1ccc(NC(=O)Nc2ccc(S(N)(=O)=O)cc2)cc1	-7	i	1	-25	-14	28	1	-1	-1	3
Cc1cc(=O)oc2cc(NC(=O)C(C)Oc3ccccc3)ccc12 (stereo unspecified)	-3	i	.	.	-35	42	.	0	1	1
CCn1cnc2cc(NCc3ccc(Br)cc3)ccc21	19	i	-4	-113	-140	-24	2	-3	19	-1
Cn1c(CNC(=O)C2CCCCC2)cc2ccccc21	14	i	-2	-10	-24	7	3	-2	4	1
CCOc1ccc(CCNC(=O)C2CCN(S(=O)(=O)c3ccc(C)cc3)CC2)cc1OCC	-2	i	1	17	11	17	6	6	-1	-2
COc1ccc(CNC(=O)c2cc3c(s2)CS(=O)C3)cc1 (stereo unspecified)	10	i	-1	-35	-33	33	8	2	-2	1
Cc1cccc(NC(=S)NC(=O)C2CC2)c1	-5	i	-3	-34	-26	-54	6	1	13	0
CCO[C@@H]1OC(C(=O)NCc2ccccc2)=C[C@H](C2CC2)[C@H]1CCCO	-9	i	13	7	16	0	4	-5	0	-2
Cc1nc(-c2ccc(NC(=O)CC(C)C)cc2)cs1	25	i	6	-118	-143	8	1	-1	16	0
Cc1ccc(Cl)c(NC(=O)CN(C)CC(=O)Nc2ccc(F)c(F)c2F)c1Cl	4	i	-2	-31	-24	6	-3	.	7	1
COC(=O)c1c(-n2cnnn2)sc(C)c1C	-2	i	1	-12	8	21	4	0	-7	-3
CCC(CC)C(=O)Nc1nnc(-c2cccs2)s1	-19	i	3	-22	-34	-21	1	-1	8	2
COc1cc(/C=C/C(=O)c2ccc(C)cc2)ccc1OCC#N	45	i	-1	-23	-100	-21	-5	-1	16	4
COC(=O)Cn1c(CCS(=O)(=O)c2ccc(C)cc2)nc2ccccc21	21	i	4	-43	0	14	-5	1	13	-7
C/C(=N\Nc1nccnc1Cl)c1c(F)c(F)c(F)c(F)c1F	2	i	1	12	-16	24	-7	3	-13	3
O=C(Cn1nnc(-c2ccccc2-n2cnnn2)n1)NCc1ccccc1	5	i	2	-3	25	-6	2	-1	-2	-2
O=C(CNC(=O)c1ccc(Cl)cc1)OC1CCOC1=O (stereo unspecified)	-6	i	2	-20	-2	31	2	-3	-7	-22
CCC(=O)NC(=S)Nc1ccc(NC(=O)c2ccccc2[N+](=O)[O-])cc1	1	.	-2	-14	0	28	4	-1	-3	0
O=C1C(=O)N(Cc2cccnc2)C(c2cccc(Br)c2)/C1=C(/O)c1ccc2c(c1)OCO2 (stereo unspecified)	-13	i	5	-25	7	2	4	-2	-7	-24
CCCCC1C(=O)CC[C@H]2[C@@H]1CC(=O)[C@@H]2C/C=C\CCCC(=O)O (stereo partly specified)	72*	i	-1	0	-5	26	3	-3	40	1
CC(=O)Nc1cc(OC(C)=O)c2nonc2c1OC(C)=O	.	.	85*	115*	.	.	100*	68*	.	.
O=C(CSc1nnc(-c2ccccc2F)o1)NC1CCCCC1	-16	i	3	-8	0	27	10	0	-8	4
COc1ccc(N(C)C(=O)C2CCN(S(=O)(=O)c3cccc4nonc34)CC2)c(OC)c1	-1	i	-2	2	13	.	4	-1	0	.
CC12CCC(=O)N1C(C(=O)Nc1nc3ccc(S(C)(=O)=O)cc3s1)CS2 (stereo unspecified)	-3	i	-2	-41	5	-9	-1	-2	-7	0

Screening results: PubChem BioAssay, several laboratories
